FUS suppressor – suppressors of FUS proteinopathy in yeast | S. cerevisiae FUS-expressing, growth rescue, OD600, 24 h | 390,000 tested, 0.24% active | Potency, µM (top dose mostly 76.6 µM), for inactives: top-dose growth rescue (activation), usual class: activators;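 note: potency is the fitted concentration of half-maximal effect; plate controls were DMSO vehicle for no effect and reference control for full effect; nearly all actives have a fitted effect of over 55% in size; some results filed as inactive show a strong effect at the top dose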
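Cultures pregrown in 2.5% raffinose medium are shifted to minimal medium containing 2% galactose to express toxic FUS. Compounds are tested at several concentrations. After 24hr at 30C, growth is quantified at 600 nm absorbance.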
Abeta yeast res – restores growth of yeast expressing A-beta42 peptide. yeast expressing A-beta42, growth rescue, OD600, 48 h; response scale: 0% DMSO, 100% iron-clioquinol control. Potency, µM (top dose mostly 46.1 µM), for the others: top-dose growth rescue, hits mostly activators. 410,000 tested, 0.063% active. AID 1347071; note: potency is the fitted concentration of half-maximal effect; nearly all actives have a fitted effect of over 55% in size
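Growth rescue measured by 600 nm absorbance after 48 h yeast culture at 30 C with compound. Values normalized between DMSO and an equimolar ferric chloride plus clioquinol control.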
EPAC2 antagonist – antagonists of human EPAC2. Q8WZA2. EPAC2 GEF exchange of Rap1B-BODIPY-GDP, fluorescence. Potency, µM (series often up to 114 µM), without a hit: at the top dose activity, negative = inhibition, actives largely listed as inhibitors. 360,000 tested, 0.18% active; note: potency is the fitted concentration of half-maximal effect; % is set by controls: 0 for no effect and ±100 for the full control effect; nearly all actives have a fitted effect of over 45% in size; many of its hits are not listed in these tables
aSyn rescue – inhibitors of alpha-synuclein toxicity in yeast | Potency, µM (titrated, usually from 46.1 µM), for inactives: top-dose growth rescue (activation), most hits filed as activators | Yeast expressing alpha-synuclein, growth rescue, BacTiter-Glo, 24 h | 370,000 tested, 0.14% active | AID 652106; note: potency is the fitted concentration of half-maximal effect; % of control where 0% means no effect; nearly all actives have a fitted effect of over 65% in size
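Rescue of yeast growth: cells expressing toxic alpha-synuclein, induced in galactose at OD600 0.02, incubated with compound 24 h at 30 C. ATP luminescence quantified growth; inhibitors of toxicity appear as activators.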
D3 antag – antagonists of human D3 dopamine receptor. 360,000 tested, 2.5% active. P35462. max response, negative = inhibition, %. D3R cells, DiscoveRx beta-arrestin luminescence, antagonist mode; stronger effect = lower value. AID 652054; in the data active = max response below about -50%; inconclusive = no clear call, values can overlap the other calls; note: % is set by controls: 0 for no effect and ±100 for the full control effect; mostly tested at two doses, the higher about 12 µM
Target sequence (P35462 whole entry, looked up): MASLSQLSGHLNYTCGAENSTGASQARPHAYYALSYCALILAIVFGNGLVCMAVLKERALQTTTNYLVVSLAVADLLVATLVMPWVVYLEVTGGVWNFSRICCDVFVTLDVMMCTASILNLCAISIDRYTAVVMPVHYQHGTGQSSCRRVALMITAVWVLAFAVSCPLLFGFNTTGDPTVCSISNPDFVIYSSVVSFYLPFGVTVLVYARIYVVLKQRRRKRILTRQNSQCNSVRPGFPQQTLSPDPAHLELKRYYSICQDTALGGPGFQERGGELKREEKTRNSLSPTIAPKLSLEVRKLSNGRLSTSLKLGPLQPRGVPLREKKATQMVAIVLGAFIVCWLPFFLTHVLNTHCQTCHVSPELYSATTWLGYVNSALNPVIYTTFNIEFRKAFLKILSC
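Cells expressing the human receptor were seeded at 1500 cells/well, incubated overnight at 37 degrees C in 5% CO2, then exposed to library compounds with dopamine controls for 90 minutes at 37 degrees C before luminescent detection.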
EPAC2 agonist – activates human EPAC2 exchange factor; EPAC2 activation, biochemical qHTS; response scale: 100% = 6.5 mM cAMP response; Potency, µM (titrated, usually from 154 µM), inactives show top-dose activation, hits mostly activators; 360,000 tested, 0.079% active; note: potency is the fitted concentration of half-maximal effect; nearly all actives have a fitted effect of over 50% in size
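Setup: EPAC2 100 nM, labeled Rap1B complex 250 nM, free GDP 50 uM. Compound titrations pinned in, brief spin, 5 min room temperature incubation. Kinetic fluorescence read over 30 min, normalized to 6.5 mM cAMP.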
D3 ag – agonists of human D3 dopamine receptor | P35462 | D3R DiscoveRx beta-arrestin cells, luminescence, 90 min | max activation, % | 410,000 tested, 0.58% active; in the data active = max activation above about 30%; note: 0% is about no effect; mostly tested at two doses, the higher about 12 µM
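Cells at 1500/well, incubated overnight, then treated with pinned compounds (dopamine as control) for 90 min at 37 degrees C. DiscoveRx reagent added for 30 - 60 minutes at room temperature; luminescence read.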
TDP-43 yeast inh – inhibitors of TDP-43 toxicity in yeast. TDP-43 expressing yeast growth rescue, BacTiter-Glo, 24 h. Potency, µM (highest dose often 46.1 µM), inactives show at the top dose growth rescue (activation), most hits filed as activators. 410,000 tested, 1.8% active; note: potency is the fitted concentration of half-maximal effect; % of control where 0% means no effect; nearly all actives have a fitted effect of over 50% in size
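Luminescence from BacTiter-Glo reports growth of TDP-43-expressing yeast after 24 hr at 30 deg C with compound. Cells were raffinose-pregrown to mid-log, then seeded in galactose medium at OD600=0.02.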
An asterisk follows results filed as active; u = inconclusive; x = no result given; & = joins results of further samples; ! = a repeat was not active; [ ] = another dose, or the depositor's remark. Unless noted, calls come from the whole dose curve; as a rule, active = well fitted curve in the direction sought with a large enough effect; inconclusive = small, poorly fitted or top-dose-only effect, or another doubt; inactive = no such curve, though single readings can be large; an effect the other way counts as inactive or inconclusive. Only part of the results is shown; rates above refer to the full screens.

Results follow in this order: FUS suppressor	Abeta yeast res	EPAC2 antagonist	aSyn rescue	D3 antag	EPAC2 agonist	D3 ag	TDP-43 yeast inh
1	O=C1CC(c2ccc(Cl)cc2)c2c(O)cc(O)cc2O1 (stereo not given)
→ 23%	4%	-6%	5%	-14	10%	6	15%
2	Oc1ccc(Cl)cc1C1=NNC(c2cc(Br)cc3c2OCOC3)C1 (stereo not given)
→ 36%	-17%	-10%	6%	-17	7%	-13	-8%[9.22 µM]
3	COC(=O)Cc1c(CSc2ccccc2)oc2ccc(O)c(CN(C)C)c12
→ 4%	-18%	-13%	-5%	3	2%	2	-17%
4	COc1ccc(CN2C(=O)c3cccnc3C2=O)cc1S(=O)(=O)N1CC(C)CC(C)C1 (stereo not given)
→ 38%	-10%	-1%	-15%	-21	-1%	-10	16%
5	CC(C)Cn1c(SC(C)C(=O)Nc2ccc(N3CCOCC3)cc2)nc2ccccc21 (stereo not given)
→ 36%	1%	1%	14%	25	9%	1	u
6	CC(NC(=O)CCCn1c(=O)c2cccn2c2cccnc21)c1ccccc1 (stereo not given)
→ -11%	-8%	x	x	x	x	-9	17%
7	Cc1ccc(NC(=O)CCC(=O)N2Cc3ccccc3Oc3ncccc32)cc1
→ 0%	-20%	x	x	x	x	-6	-6%
8	COc1ccc(C(=O)NC(=S)Nc2ccc(S(=O)(=O)Nc3cc(OC)ncn3)cc2)cc1
→ 9%	-6%	-4%	-9%	-15	2%	-7	-16%
9	NC(=O)C1CCN(Cc2nc(-c3ccccc3)no2)CC1
→ 18%	11%	-3%	1%	29	9%	34*	4%
10	O=C1/C(=C/c2ccco2)SC(=S)N1CCC(=O)N1CCCCC1CCO (stereo not given)
→ 8%	-19%	28%	-3%	-10	2%	-1	-15%
11	O=C(CN1CCN(C(=O)CNC(=O)c2ccc(N3CCCC3=O)cc2)CC1)Nc1ccccc1Cl
→ -14%	4%	6%	-1%	1	7%	11	0%
12	Cc1cccc(N2CCN(CC(=O)N(C3CCCC3)C3CCS(=O)(=O)C3)CC2)c1C (stereo not given)
→ 11%	-5%	4%	-9%	-23	0%	5	6%
13	CC(C)CCNC(=O)c1sc2ccc(S(=O)(=O)N3CCCCC3)cc2c1N
→ u	14%	2%	0%	1	5%	5	1%
14	O=C1c2ccc([N+](=O)[O-])cc2NC(c2ccco2)N1/N=C/c1ccco1 (stereo not given)
→ -5%	-34%[inhibitor]	-1%	-1%	-4	10%	9	11%
15	Cc1cc(NC(=O)c2cccc(S(=O)(=O)N3CCCCCC3)c2)n(-c2ccccn2)n1
→ -3%	4%	-4%	1%	-55*	7%	-7	-4%
16	Cc1cc(C)c(C(=O)Cn2cnc3cc([N+](=O)[O-])ccc3c2=O)cc1C
→ 30%	14%	-4%	-2%	7	13%	1	-31%[inhibitor]
17	O=C(c1ccc2c(c1)N(Cc1ccc(Cl)cc1)C(=O)c1ccccc1S2=O)N1CCC(Cc2ccccc2)CC1 (stereo not given)
→ u	4%	x	x	x	x	5	12%
18	CC1CC(C)CN(C(=O)CSc2nnc(N)s2)C1 (stereo not given)
→ -4%	9%	6%	-2%	-8	7%	-1	11%
19	COC(=O)[C@@H](Cc1c[nH]c2ccccc12)NC(=O)c1cc(=O)[nH]c2ccccc12
→ 5%	-11%	3%	0%	5	-3%	5	-19%
20	CC(=O)NC(c1ccc(F)c(F)c1)c1nc(-c2cccc(C(=O)O)c2)cs1 (stereo not given)
→ -8%	-4%	26%	17%	13	4%	6	0%
21	COC(=O)CCCCC1SCC(NC(=O)OC)C1NC(=O)OC (stereo not given)
→ -3%	4%	-6%	10%	-27	6%	7	-6%
22	Cc1ccc(Cl)cc1NC(=O)Cn1c(=O)n(Cc2ccccc2)c(=O)c2oc3ccccc3c21
→ -5%	-9%	x	x	x	x	5	12%
23	Cc1cnc(C(=O)Oc2ccc(-c3ccccc3)cc2)cn1
→ 4%	-17%	2%	-11%	-12	7%	1	-7%
24	COc1ccc(C2C(C(=O)OCC(=O)Nc3ccc(C)cc3)CCC(=O)N2c2ccc(OC)cc2)cc1 (stereo not given)
→ 9%	-11%	8%	15%	6	2%	1	4%
25	Cc1onc(-c2c(Cl)cccc2Cl)c1C(=O)N1CCN(c2ccccc2F)CC1
→ x	2%	-2%	4%	16	4%	-5	23%
26	CCCCNc1c(-c2ccc(SC3CCCCC3)cc2)nc2ccccn12
→ u	-60%&-3%[inhibitor]	-20%&-9%	-68%&-45%[inhibitor]	83&61	13%&21%	72*!	-91%&-95%[inhibitor]
27	COC(=O)C1=C(C)N(c2ccc(OC)c(OC)c2)C(=O)/C1=C\c1ccco1
→ -1%	12%	-5%	3%	0	-22%	-3	16%
28	CC1Cc2cc(/C(O)=C3/C(=O)C(=O)N(CCN4CCOCC4)C3c3ccc(C(C)C)cc3)ccc2O1 (stereo not given)
→ 14%	0%	1%	1%	-6	-21%	5	-6%[1.82 µM]
29	CCOCCCNC(=O)CN1C(=O)c2ccccc2Sc2ncccc21
→ -22%	-10%	7%	u	-11	1%	-9	-9%
30	CC(C)Cc1nc(N2CCOCC2)c(C#N)c2c1COC(C)(C)C2
→ -12%	5%	5%	-8%	0	-9%	2	8%
31	OC(c1ccc(F)c(F)c1)c1nc(-c2ccc3c(c2)OCO3)cs1 (stereo not given)
→ 1%	18%	-5%	u	0	18%	-11	22µM*
32	Clc1ccc(-c2nnc(N3CCCC3)nn2)cc1
→ 0%	-10%	6%	-16%	6	-2%	4	22%
33	CCOc1ccc(N2C(=O)c3cccnc3C2Nc2ccc(C)c(C)c2)cc1 (stereo not given)
→ u	14%	-1%	10%	17	-7%	2	0%
34	O=C(Nc1ncn[nH]1)c1ccccc1Br
→ x	0%	12%	-11%	6	-1%	2	-1%
35	CCc1ccc(Cn2nnc3c(=O)[nH]c(C4CCCN(C(=O)c5cccc(Cl)c5)C4)nc32)cc1 (stereo not given)
→ u	-3%	x	x	x	x	5	7%
36	O=c1nc(SCc2c(F)cccc2Cl)nc(-c2ccccc2)[nH]1
→ -8%	8%	3%	2%	-1	-5%	2	-16%
37	CCOC(=O)COc1cc(N)c(Cl)cc1Cl
→ 22%	u	u	7%	u	-3%	-8	6%
38	Cc1ccc(C)c(NC(=O)C(CC(C)C)N2Cc3ccccc3C2=O)c1 (stereo not given)
→ 20%	-8%	x	x	x	x	-17	-15%
39	CCNC(=O)CN(c1ccccc1)S(=O)(=O)c1ccc(Cl)cc1
→ 24%	15%	-5%	1%	14	9%	-4	-17%
40	Cc1ccccc1CN1c2ccccc2-c2nc(SCC(=O)Nc3cc(F)ccc3F)ncc2S1(=O)=O
→ -28%	6%	x	x	x	x	3	0%
41	O=C(C[C@H]1C[C@H](C(=O)N2CCOCC2)[C@@]2(CCC3CCCC3)c3[nH]c4cc(-c5ccco5)ccc4c3CCN2C1=O)NCc1ccco1
→ u	-3%	7%	1%	-25	2%	-15	20%
42	Nc1cc(=O)nc(SCC(=O)N2CCN(c3ccccc3)CC2)n1-c1ccccc1
→ x	5%	14%	9%	17	2%	7	13%
43	S=C1NC(c2ccccc2)=CC(c2ccccc2)N1 (stereo not given)
→ u	13µM*	-8%	17%	-15	16%	-13	-25%
44	O=C1/C(=C/c2cccs2)SC(=S)N1NS(=O)(=O)c1ccccc1
→ -8%	-2%	u	1%	18	-4%	0	4%
45	CCOC(=O)c1ccc(NC(=O)Cn2c(-c3nonc3N)nc3ccccc32)cc1
→ 18%	-8%	0%	10%	0	0%	-5	-2%
46	COc1ccc(C(=O)N2CCCN(C)CC2)cc1S(=O)(=O)N(C)Cc1ccccc1
→ 7%	-4%	3%	4%[1.84 µM]	u	5%	-14	7%
47	CN(C)CCCNC(=O)C(=O)NCC(c1ccc2c(c1)OCO2)N1CCOCC1 (stereo not given)
→ -5%	-13%	x	x	x	x	-6	-1%
48	Cc1ccc(S(=O)(=O)/C(C#N)=C/c2c[nH]c3ccccc23)cc1
→ 14%	1%	-10%	5%	19	13%	11	-11%
49	CC(C)(C)N(Cc1cc2ccccc2[nH]c1=O)C(=O)c1cccc([N+](=O)[O-])c1
→ -6%	5%	-2%	-3%	-17	4%	47*	-10%
50	Oc1ccc2ccccc2c1CN1CCN(c2ccccc2F)CC1
→ 0%	-4%	20%	0%	-95*	19%	-6	21%
51	CC[C@H](NC(=O)c1c(C)c(-c2ccccc2)nc2ccccc12)c1ccccc1
→ -45%	-15%	11%	-5%&8%	36	4%	-15	0%
52	O=C(CC1C[C@H](C(=O)N2CCCCC2)[C@@]2(CCc3ccccc3)c3[nH]c4ccccc4c3CCN2C1=O)NCc1ccco1 (stereo not given in full)
→ -1%	-1%	18%	-1%	-22	14%	-22	11%
53	Cc1cc[n+](CC(=O)c2ccc3c(c2)OCCO3)cc1
→ 6%	-4%	13%	-4%	-20	8%	-11	6%
54	C=CCn1c(SCC(=O)c2ccc(Br)cc2)nnc1C(C)NC(=O)Cc1ccc(OC)cc1 (stereo not given)
→ 27%	-15%	25%	-1%	28	2%	7	-30%
55	Oc1c(C2=NCCNC(C(F)(F)F)=C2)ccc2ccccc12
→ u	12%	-12%	9%	-18	1%	-8	-8%
56	Cc1ccc(C(=O)NC(C)c2ccc(F)cc2)cc1 (stereo not given)
→ x	-12%	6%	-4%	-5	1%	-4	19%
57	CC(C)CC(NC(=O)C1CCC(C)CC1)C(=O)N1CCN(c2ccccn2)CC1 (stereo not given)
→ -4%	1%	-24%	-8%	0	12%	-8	26%
58	Fc1ccc(NC(=S)N2CCCN(c3ccc(C(F)(F)F)cn3)CC2)c(F)c1
→ 42%	8%	u	3%	23	1%	1	u
59	Cc1cc(C)cc(Cn2ncc(Cl)c(Cl)c2=O)c1
→ x	-11%	-12%	1%	-59*	5%	-9	18µM*
60	Cc1ccc2oc(-c3cc(NC(=O)c4ccc5c(c4)OCCO5)cc(C)c3O)nc2c1
→ -21%	-23%	x	-8%	x	x	2	7%
61	Cc1ccccc1-c1nc(CS(=O)(=O)CC(=O)N(C)C2CCCCC2)c(C)o1
→ 42%	-23%	7%	11%	20	-1%	-8	3%
